# PGE2 EP2 inh: inhibitors of human EP2 prostaglandin E2 receptor; P43116; C6 glioma cells expressing human EP2, cAMP TR-FRET; cells stimulated with saturating PGE2; inhibition, % at 25 µM; 260,000 tested, 0.52% active;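 active = percent inhibition above 40 after rounding to a whole number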;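 also: rat C6 glioma host cells with rolipram phosphodiesterase inhibitor present; the protocol text gives 20 µM as final concentration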
# Target sequence (P43116 whole entry, looked up): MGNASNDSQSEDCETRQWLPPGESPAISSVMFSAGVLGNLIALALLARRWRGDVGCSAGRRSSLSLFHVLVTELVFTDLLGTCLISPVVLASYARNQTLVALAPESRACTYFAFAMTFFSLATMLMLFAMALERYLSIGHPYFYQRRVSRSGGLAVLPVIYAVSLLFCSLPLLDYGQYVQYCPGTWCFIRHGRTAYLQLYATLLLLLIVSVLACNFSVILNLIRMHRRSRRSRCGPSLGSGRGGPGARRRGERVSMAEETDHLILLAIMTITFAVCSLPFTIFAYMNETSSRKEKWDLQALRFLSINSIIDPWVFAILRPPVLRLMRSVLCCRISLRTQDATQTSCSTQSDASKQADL
# EP2 mod: modulates human prostaglandin E2 receptor EP2 signaling; induction, % at 25 µM; P43116; EP2-expressing cells, cAMP HTRF FRET, PGE2 co-stimulation; 260,000 tested, 0.83% active;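 active = compounds whose cAMP rise, as percent of the full-agonist control response, exceeds 60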;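 also: rat C6 glioma line stably carrying human EP2 under a CMV promoter; the protocol text gives 20 µM as final concentration; 100% = response of wells given 1 µM PGE2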
# * = called active by the depositor. Only part of the results is shown; rates above refer to the full screens.
# Every second line gives: PGE2 EP2 inh, EP2 mod
- Oc1ccc(Br)cc1C1CC(c2ccccc2)=NC(c2ccco2)N1 (centres undefined)
 : 16, -34
- COc1ccc(OC)c(S(=O)(=O)N2CCC(C(=O)NC3CCCCCC3)CC2)c1
 : 8, -13
- Cn1c(=O)c2c(nc(N3CCN(CCO)CC3)n2Cc2ccc(Cl)cc2)n(C)c1=O
 : 20, -17
- CS(=O)(=O)N(CC(=O)NCc1ccco1)c1ccccc1
 : 11, -24
- CCOc1ccccc1C1Nc2ccc(C)cc2-c2cc(C)nn21 (centres undefined)
 : 9, 31
- CC[C@H](/C=C/C(C)C1CCC2C3CCC4=CC(=O)CC[C@]4(C)C3CC[C@]12C)C(C)C (some centres undefined)
 : 13, 13
- Cc1sc2nc(SCC(=O)Nc3cccc(Cl)c3)n(C)c(=O)c2c1C
 : 7, -53
- CCCn1c(SCC(=O)Nc2c(C)cc(C)cc2C)nnc1-c1ccncc1
 : 6, -11
- CCc1nc(SC(C)C(=O)Nc2ccccc2)n[nH]1 (centres undefined)
 : 13, -1
- OCCCNc1nc(-c2cccc(Cl)c2)nc2ccccc12
 : 11, -63
- CCc1ccc(NC(=O)CSc2ncnc3sc(C)c(C)c23)cc1
 : 12, 8
- CCOc1ccc(C(=O)Nc2ccc3oc(=O)ccc3c2)cc1
 : 5, -28
- Cc1ccc(CN(CCCn2ccnc2)Cc2cc3c(cc2C)OCO3)o1
 : 4, 22
- CC1=CC(C)(C)Nc2ccc(CSc3ccccc3)cc21
 : 14, 1
- Cc1cccc(C2CN(C)CCc3c2cc(O)c(O)c3Cl)c1 (centres undefined)
 : 12, 20
- O=C(NC12CC3CC(CC(C3)C1)C2)C1CCCN(S(=O)(=O)c2cccc(C(F)(F)F)c2)C1 (centres undefined)
 : 9, 38
- O=C(Nc1nnc(CC(=O)N2CCCC2)s1)c1cnccn1
 : 8, 3
- Cc1ccc(CN(C(=O)c2ccco2)C(C(=O)NC2CCCC2)c2ccco2)cc1 (centres undefined)
 : 8, -41
- CCOC(=O)c1ccc(NC(=O)CN2CCC(c3nc4ccc(Cl)cc4[nH]3)CC2)cc1
 : 4, -69
- COc1ccccc1N1CCN(CC(=O)Nc2ccccc2-c2ccccc2)CC1
 : 7, 43

# Next part; the last 2 above are carried over.
# Every second line gives: PGE2 EP2 inh, EP2 mod
- CCOC(=O)c1ccc(NC(=O)CN2CCC(c3nc4ccc(Cl)cc4[nH]3)CC2)cc1
 : 4, -69
- COc1ccccc1N1CCN(CC(=O)Nc2ccccc2-c2ccccc2)CC1
 : 7, 43
- O=C(Nc1cc2c(cc1C(=O)c1ccccc1)OCCO2)c1cccs1
 : 7, 16
- NC(=O)C1CCN(C(=O)CSCc2c(Cl)cccc2Cl)CC1
 : 9, -35
- OCc1nc2ccccc2n1CC(O)COc1ccc(Cl)cc1Cl (centres undefined)
 : 13, -89
- CN(C(=O)C1CCCCC1)c1nc(-c2ccc(Cl)cc2)cs1
 : 7, -1
- CCN1CCN(C(=O)CN(c2cc(Cl)cc(Cl)c2)S(C)(=O)=O)CC1
 : 9, 13
- CCC(C)NC(=O)c1cc(-c2ccccc2)on1 (centres undefined)
 : 13, -82
- Cc1ccc2oc(C)c(C(=O)c3ccccc3)c(=O)c2c1
 : 24, -8
- Cc1cc(C(=O)NCC(=O)N2CCC3(CC2)NC(=O)c2ccccc2O3)c(C)o1
 : 6, -14
- O=c1ccc2c(OCCCCc3ccccc3)c3ccoc3cc2o1
 : 10, 41
- CC(C)c1ccc(NC(=O)c2snc3c(=O)[nH]cnc23)cc1
 : 9, 1
- Cc1nc2ccccc2n1CC(O)COC1CC=CCC1 (centres undefined)
 : 9, -3
- CCOc1cc(C2C3=C(CCCC3=O)N(C)C3=C2C(=O)CCC3)cc(Cl)c1OCC
 : 13, 18
- C=Cn1cc(CN(Cc2ccc(OC)cc2OC)CC2CCCO2)c(C)n1 (centres undefined)
 : 6, 14
- CCOc1ccc(CN2CCN(C(=O)c3cc(OC)cc(OC)c3)CC2)cc1
 : 9, -31
- COc1ccc(CNc2c3c(nc4nnnn24)CCCC3)cc1OC
 : 14, -22
- O=C(CN1C(=O)[C@H]2CCCN2C(=O)c2ccccc21)NCc1cccs1
 : 7, -9
- Cc1ccc2nc3sc(-c4nnc(-c5ccccc5)o4)c(N)c3cc2c1
 : 13, -56
- CCN(CC)C(=O)Cn1nc2c(C)cc3cc(OC)ccc3n2c1=O
 : 3, -34
- O=S(=O)(c1cccs1)N1CCCCCC1
 : 8, 8
- COc1cc(C(=O)NCCNC(=O)c2ccco2)cc(OC)c1OC
 : 6, 7

# Whole records, looked up by structure. Values in the order: PGE2 EP2 inh, EP2 mod
# Cc1ccc2oc(C)c(C(=O)c3ccccc3)c(=O)c2c1 is entered as 24, -8
# Cc1cc(C(=O)NCC(=O)N2CCC3(CC2)NC(=O)c2ccccc2O3)c(C)o1 is entered as 6, -14
# NC(=O)C1CCN(C(=O)CSCc2c(Cl)cccc2Cl)CC1 is entered as 9, -35
# CC(C)c1ccc(NC(=O)c2snc3c(=O)[nH]cnc23)cc1 is entered as 9, 1
# COc1cc(C(=O)NCCNC(=O)c2ccco2)cc(OC)c1OC is entered as 6, 7

# Following part.
# Every second line gives: PGE2 EP2 inh, EP2 mod
- O=C(COC(=O)c1ccccc1)Nc1ccc2c(c1)OCO2
 : 9, -20
- N#CCN1C(=O)C(=O)/C(=C(\O)c2ccccc2)C1c1cccs1 (centres undefined)
 : 19, 21
- CCOc1ccc2[nH]c(=O)c(C(c3nnnn3C(C)(C)C)N3CCN(C4CCCCC4)CC3)cc2c1 (centres undefined)
 : 10, -1
- CCC(c1nnnn1C(C)(C)C)N(Cc1ccc(F)cc1)Cc1cc2cc(C)ccc2[nH]c1=O (centres undefined)
 : 8, 37
- COc1ccc2c(c1)NC1(CCN(C(=O)c3ccc(=O)[nH]n3)CC1)c1cccn1-2
 : 14, -110
- O=C(Cc1c(F)cccc1Cl)NCc1ccco1
 : 3, -27
- Nc1cc(S(=O)(=O)O)cc2ccc(S(=O)(=O)O)cc12
 : 9, -8
- CO[C@@]1(NC(=O)CSCC#N)C(=O)N2C(C(=O)O)=C(CSc3nnnn3C)CSC21 (some centres undefined)
 : 12, -1
- COc1cccc(C2NC(=O)NC3=C2C(=O)N(CC2CCCO2)C3)c1 (centres undefined)
 : 3, 12
- Cn1c(SCC(=O)c2ccc(Cl)cc2)nnc1-c1ccco1
 : 11, -22
- CC(=O)c1ccc(NC(=O)CCCSc2nc(-c3ccco3)cc(C(F)(F)F)n2)cc1
 : 11, -80
- O=C(O)c1ccc(NS(=O)(=O)Cc2ccccc2)cc1
 : 14, 29
- COc1cc(C2C(C#N)=C(N)Oc3n[nH]c(C(C)(C)C)c32)ccc1OCC(N)=O (centres undefined)
 : 9, -8
- COc1ccc(CNC(=O)CN2C(=O)C(C)Oc3ccccc32)cc1 (centres undefined)
 : 7, -23
- O=c1n(CN2CCOCC2)nc2c3ccccc3ncn12
 : 6, -6
- COCCn1c(SCC(=O)Nc2ccc(OC)cc2)nnc1-c1ccoc1C
 : 9, 1
- Cc1cccc2cc(CN(C(=O)c3cccs3)C3CCCC3)c(=O)[nH]c12
 : 9, -27
- COC(=O)c1c(NC(=O)COc2ccc(Cl)cc2C)sc(C(=O)N2CCOCC2)c1C
 : 11, 40
- O=C1c2cccc3c(Br)ccc(c23)C(=O)N1c1ccccn1
 : 12, 10
- COC(=O)CSc1nc(C(C)(C)C)cc(C(F)(F)F)n1
 : 5, -10

# 2 of the compounds above, as labelled records.
Nc1cc(S(=O)(=O)O)cc2ccc(S(=O)(=O)O)cc12
  PGE2 EP2 inh: 9	EP2 mod: -8

CO[C@@]1(NC(=O)CSCC#N)C(=O)N2C(C(=O)O)=C(CSc3nnnn3C)CSC21 (some centres undefined)
  PGE2 EP2 inh: 12	EP2 mod: -1

# The listing picks up; the 3 compounds before the break are reprinted first.
# Every second line gives: PGE2 EP2 inh, EP2 mod
- COC(=O)c1c(NC(=O)COc2ccc(Cl)cc2C)sc(C(=O)N2CCOCC2)c1C
 : 11, 40
- O=C1c2cccc3c(Br)ccc(c23)C(=O)N1c1ccccn1
 : 12, 10
- COC(=O)CSc1nc(C(C)(C)C)cc(C(F)(F)F)n1
 : 5, -10
- Cc1sc(NC(=O)c2ccco2)nc1-c1cccs1
 : 17, 12
- CCc1ccc(NC(=O)C2CCCN(S(=O)(=O)c3ccc(OC)c(Cl)c3)C2)cc1 (centres undefined)
 : 5, -25
- Cc1cccc2cc(C#N)c(SCC(=O)Nc3cccc4ccccc34)nc12
 : 22, 2
- O=C(CSc1ccc(-c2nc3ccccc3[nH]2)cn1)Nc1ccccc1C(F)(F)F
 : 18, -64
- CCc1nn(CC(=O)N(CC)CC)c(=O)c2cc3oc(C)cc3n12
 : 7, -35
- CCOc1ccc2[nH]c3nc(SCC(=O)NCC4CCCO4)nnc3c2c1 (centres undefined)
 : 7, -15
- COC(=O)Cn1cc(C2C(C#N)=C(N)OC3=C2C(=O)CC(C)(C)C3)c2ccccc21 (centres undefined)
 : 9, -23
- CCc1cccc(NC(=O)CSc2nc(-c3ccco3)cc(C(F)(F)F)n2)c1
 : 8, -48
- Cc1cc(C)c2cc3c(N)c(C(=O)N4CCCC(C)C4)sc3nc2c1 (centres undefined)
 : 17, -47
- COc1ccc2c(c1)C(O)CC1(CCN(CC(O)c3ccc(C)cc3)CC1)O2 (centres undefined)
 : 5, -47
- Cc1cccc2cc(C#N)c(SCC(=O)Nc3sc4c(c3C#N)CCCC4)nc12
 : 18, 31
- COc1ccc(NC(=O)c2ccco2)cc1NC(=O)c1ccc(C)c(C)c1
 : 8, 11
- CC(=O)O[C@]1(C(C)=O)CCC2C3C=C(Cl)C4=CC(=O)CC[C@]4(C)C3CC[C@@]21C (some centres undefined)
 : 18, 27
- COc1ccccc1OCC(O)CN1CCOCC1 (centres undefined)
 : 8, -16
- CCc1ccc2[nH]c(=O)c(CN(CC3CCCO3)C(=S)NCCc3ccccc3)cc2c1 (centres undefined)
 : 7, 35
- CCCNS(=O)(=O)c1ccc(C)c(-c2nnc3c4ccccc4c(C)nn23)c1
 : 7, 19
- CCn1c(CSc2nc(C)cc(C)n2)nnc1SCC(=O)Nc1ccccc1Cl
 : 6, -1
- O=C(O)CC1NC(=O)c2ccccc21 (centres undefined)
 : 6, -8
- CCN1CC=C2C(C1)C(c1ccccc1F)C(C#N)=C(N)C2(C#N)C#N (centres undefined)
 : 12, -15
- COc1cc(CN2C[C@@H]3CCCN3C[C@H]2Cc2ccccc2)ccc1OCCO
 : 4, -14

# (continued)
compound	PGE2 EP2 inh	EP2 mod
COc1ccc(-n2c(C)nnc2SCC(=O)Nc2ccc(C)cc2C)cc1	11	-6
CCOc1ccccc1-n1c(SCC(=O)Nc2ccccc2Cl)nc2ccccc2c1=O	12	34
Cc1cccc(-n2c(SCC(=O)N3CCOCC3)nc3ccccc3c2=O)c1	10	-10
O=C(CN1CCC(n2cnc3cccnc32)CC1)Nc1nccs1	6	-22
COc1ccc(C2CCN(CC(=O)N3CCCC3)CC2)cc1	2	8
CCCOc1ccc(C(=O)Nc2cc(NC(=O)c3ccco3)ccc2OC)cc1	18	-28
Cn1c(=O)c2c(nc(SCc3cc(=O)[nH]c4ccccc34)n2Cc2ccc(Cl)cc2)n(C)c1=O	7	2
COc1ccc(C2C=C(c3ccccc3)Nc3ncnn32)cc1OC (centres undefined)	16	-61
Cc1ccc(C)c(NC(=O)CSc2nc3c(C)cc(C)cc3cc2C#N)c1	19	53
O=C(c1ncoc1-c1ccccc1F)N1CCN(c2ccccc2F)CC1	5	-9
CCC(C)NC(=O)C1CCCN(S(=O)(=O)c2ccc(S(=O)(=O)N(C)C)cc2)C1 (centres undefined)	14	-44
Cc1cc(C)c2[nH]c(=O)c(C(c3nnnn3CC3CCCO3)N3c4ccccc4CC3C)cc2c1 (centres undefined)	14	8
COc1cc(OC)cc(-c2nnc(SCC(=O)NCc3ccccc3)o2)c1	11	1
CC1CCN(C(=O)Cn2c(SCC(=O)c3ccc(F)cc3)nc3ccccc32)CC1	24	-26
Cc1ccc(N(Cc2cccs2)C(=O)c2cc3ccccc3oc2=O)cc1	7	24
COCc1nc2ccccc2n1Cc1ccc(C)cc1	12	11
COc1cc(OC)cc(C(=O)Nc2cccc(-c3nn4c(C)nnc4s3)c2)c1	7	16
COc1ccccc1C1C(C(C)=O)=C(O)C(=O)N1CCc1c[nH]c2ccccc12 (centres undefined)	7	-2
Cn1c(=O)[nH]c(=O)c2c1nc(NCc1ccco1)n2CCOc1ccccc1	0	3
Cc1cc2c(cc1Cl)C(O)CC1(CCN(CC(O)c3ccccc3)CC1)O2 (centres undefined)	8	-75

# (cont.)
compound	PGE2 EP2 inh	EP2 mod
CC[C@@H](Cn1ncc2ccccc2c1=O)NC(=O)C1(c2cccc(F)c2)CCCC1	4	12
NC(=O)CNCCC(c1ccccc1)c1ccccc1	11	-1
CCc1ccc(C2=NN(C(=O)c3ccncc3)C(O)(C(F)(F)F)C2)cc1 (centres undefined)	8	-30
CC(NC(=O)CCc1ccccc1)c1nc(-c2cccnc2)n[nH]1 (centres undefined)	6	-29
CC(C)(C)NC(=O)Cn1nc(-c2nccc3ccccc23)oc1=O	3	-22
COC(=O)C1C(=O)C2=C(CC1C)Nc1ccccc1NC2c1ccc(N(C)C)cc1 (centres undefined)	5	-4
O=C(Nc1ccc2c(c1)OCCO2)c1ccc(Cl)cc1	15	-33
CCOC(=O)CSc1nc2c(c(=O)n(C)c(=O)n2C)n1Cc1cccc(C)c1	6	24
COc1ccc(OCC(=O)Nc2cc(-c3nc4ccccc4o3)ccc2Cl)cc1	6	-7
CC[C@@H](C(=O)[C@@H](C)[C@@H](O)[C@H](C)[C@@H]1O[C@@H]([C@@H](CC)C(=O)O)CC[C@@H]1C)[C@H]1OC2(C=C[C@@H](O)[C@]3(CC[C@@](C)([C@H]4CC[C@](O)(CC)[C@H](C)O4)O3)O2)[C@H](C)C[C@@H]1C (some centres undefined)	8	28
Cc1cc(C)nc(N2CCC(CNC(=O)C3CCCO3)CC2)n1 (centres undefined)	9	-39

# Source: PubChem BioAssay
